p-CIP stab down – p/CIP protein destabilization; Q05BA5; F442A p/CIP-EGFP cells, EGFP fluorescence, 16 h; decrease of EGFP signal, % at 10 µM; 0.01% of 290,000 active; AID 1984;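 active = EGFP signal decrease of at least 30% at 10 µM or well 3 SD below plate mean, unless failing retest; inactive = the rest, including hits failing retest or dose response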; note: some compounds called inactive have numbers as strong as hits; many of its hits are not listed in these tables
Target sequence (Q05BA5 1-1403): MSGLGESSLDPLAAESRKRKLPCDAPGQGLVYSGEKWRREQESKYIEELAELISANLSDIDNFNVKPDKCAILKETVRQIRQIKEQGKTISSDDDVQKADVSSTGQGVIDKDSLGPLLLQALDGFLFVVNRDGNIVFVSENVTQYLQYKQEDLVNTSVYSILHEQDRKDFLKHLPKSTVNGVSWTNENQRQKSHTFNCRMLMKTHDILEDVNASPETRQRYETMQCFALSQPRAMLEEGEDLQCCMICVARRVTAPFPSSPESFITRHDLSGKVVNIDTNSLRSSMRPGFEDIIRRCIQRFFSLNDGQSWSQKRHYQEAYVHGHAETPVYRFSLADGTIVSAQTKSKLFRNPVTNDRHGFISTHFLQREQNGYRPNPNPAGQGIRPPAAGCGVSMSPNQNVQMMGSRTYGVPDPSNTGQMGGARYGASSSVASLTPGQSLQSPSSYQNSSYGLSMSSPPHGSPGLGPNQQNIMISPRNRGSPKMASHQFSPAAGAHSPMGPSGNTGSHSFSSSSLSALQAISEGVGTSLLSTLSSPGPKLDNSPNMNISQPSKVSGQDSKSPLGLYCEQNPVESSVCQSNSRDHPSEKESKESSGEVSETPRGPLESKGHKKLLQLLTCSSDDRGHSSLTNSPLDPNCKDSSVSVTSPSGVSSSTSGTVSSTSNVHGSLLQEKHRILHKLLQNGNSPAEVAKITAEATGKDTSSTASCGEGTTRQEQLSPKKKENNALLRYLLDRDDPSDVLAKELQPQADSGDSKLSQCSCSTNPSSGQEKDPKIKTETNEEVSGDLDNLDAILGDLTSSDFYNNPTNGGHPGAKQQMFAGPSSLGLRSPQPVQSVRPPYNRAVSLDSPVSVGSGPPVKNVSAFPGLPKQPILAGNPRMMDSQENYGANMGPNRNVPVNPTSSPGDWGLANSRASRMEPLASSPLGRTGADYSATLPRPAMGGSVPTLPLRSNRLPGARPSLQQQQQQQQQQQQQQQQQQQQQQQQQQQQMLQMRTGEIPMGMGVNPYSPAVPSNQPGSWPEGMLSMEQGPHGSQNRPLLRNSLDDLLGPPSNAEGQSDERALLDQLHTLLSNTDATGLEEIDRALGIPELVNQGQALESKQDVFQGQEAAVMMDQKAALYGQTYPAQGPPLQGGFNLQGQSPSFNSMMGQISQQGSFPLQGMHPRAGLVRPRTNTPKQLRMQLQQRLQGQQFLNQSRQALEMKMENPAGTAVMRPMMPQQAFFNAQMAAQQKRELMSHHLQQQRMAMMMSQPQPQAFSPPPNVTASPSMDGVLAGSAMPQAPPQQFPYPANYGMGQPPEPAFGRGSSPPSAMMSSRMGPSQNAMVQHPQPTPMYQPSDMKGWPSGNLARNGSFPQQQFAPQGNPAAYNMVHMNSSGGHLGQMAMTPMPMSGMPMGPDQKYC
SUMO HTRF inh – inhibitors of human SUMOylation (UBC9); HTRF SUMOylation assay, SAE1/SAE2 + UBC9, in vitro; inhibition, % at 35 µM; 0.36% of 290,000 active; in the data active = inhibition above about 50%, passing the limit was not always enough; note: strong numbers were not always called active
MEKK3 PB1 HTS – MEKK3-MEK5 PB1 interaction, increase or decrease; binding response (% of control), % at 10 µM; bead-based flow cytometry, Alexa488-MEK5 binding to MEKK3; actives lie on both sides; 0 = blocked by unlabeled MEK5, 100 = vehicle; 1.4% of 290,000 active; AID 1529;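 active = binding response more than 3 SD above or below the average of its plate-row segment, actives on both sides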;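 note: Alexa488 bead fluorescence after subtracting the streptavidin-only scavenger bead signal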
HCV NS3 hel inh – blocks Hepatitis C virus NS3 helicase unwinding; inhibition, % at 10.9 µM; 0.56% of 290,000 active; NS3 helicase DNA unwinding, Cy5 molecular beacon fluorescence;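 active = inhibition above the mean of all tested compounds plus 3 SD, set per campaign, cut at about 35% in these data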;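 note: 0% = DMSO wells and 100% = thioflavine S control wells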
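assay system = NS3 helicase fragment of HCV | buffer or medium = MOPS pH 6.5, MgCl2, DTT, Tween20, BSA | timing = 60 min unwinding reaction at 25 °C after ATP addition | signal = Cy5 beacon fluorescence read at start and 1 h | read-out basis = % inhibition of unwinding | control set = low DMSO, high thioflavine S at 110 µM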
IDE act – boosts human insulin-degrading enzyme activity in HEK cells; P14735; FAbeta-B cleavage, fluorescence polarization; 0% vehicle, 100% cell-free pure enzyme wells; activation, % at 5.96 µM; 0.073% of 340,000 active;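 active = activation above the mean of all tested compounds plus 3 SD, set per screening campaign, cut at about 17% in these data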
VIM-2 inh – inhibitors of Pseudomonas aeruginosa VIM-2 metallo-beta-lactamase. purified VIM-2, nitrocefin hydrolysis, epi-absorbance fluorescence. inhibition, % at 5.6 µM. 0.89% of 290,000 active. AID 1527;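 active = inhibition above the mean of all tested compounds plus 3 SD, cutoff set per screening run, cut at about 7.5% in these data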;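 note: red hydrolysis product quenches plate fluorescence so inhibitors raise well fluorescence; 0% = enzyme with DMSO and 100% = DMSO without enzyme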
IMP-1 inh – inhibitors of Pseudomonas aeruginosa IMP-1 metallo-beta-lactamase. 0.45% of 290,000 active. AID 1556. purified IMP-1, nitrocefin hydrolysis, epi-absorbance fluorescence. inhibition, % at 5.6 µM;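 active = inhibition above the mean plus 3 SD of all compounds in the same screening run, cut at about 4.5% in these data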;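 note: 0% = IMP-1 with DMSO and 100% = DMSO wells lacking enzyme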
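System: purified IMP-1 / Input: IMP-1 dispensed at 0.2 nM / Medium: 50 mM HEPES pH 7.1, 50 µM ZnSO4, 0.05% Brij 35 / Timing: 15 min enzyme–compound preincubation, then 25 min nitrocefin reaction, 25 °C / Technique: plate fluorescence quenching by hydrolysis product, ex 480/em 530 nm / Repeats: singlicate testing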
PHOSPHO1 block – blocks human PHOSPHO1 phosphatase activity. Q8TCT1. recombinant PHOSPHO1, absorbance phosphatase assay. inhibition, % at 13.3 µM. 1.1% of 290,000 active. AID 1565; in the data active = inhibition above about 60%
DNA FID counter – counter-screen for HCV NS3 helicase inhibitors: DNA intercalator displacement; inhibition, % at 7.9 µM; DNA fluorescent intercalator displacement, fluorescence; 0.17% of 290,000 active; in the data active = inhibition above about 37%;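 note: 0% = vehicle and 100% = reference compound; higher means more ethidium bromide displaced from hairpin DNA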
* hit, by the source's call; . = no result given; [ ] = another dose, or the depositor's remark. This is a subset; count on the stated rates, not on these rows.

SMILES | p-CIP stab down | SUMO HTRF inh | MEKK3 PB1 HTS | HCV NS3 hel inh | IDE act | VIM-2 inh | IMP-1 inh | PHOSPHO1 block | DNA FID counter
CCCC(C(=O)NC1CCCC1)N(Cc1cccs1)C(=O)c1snc(C(N)=O)c1N (stereo not given) | 1 | 6 | 104 | -8 | 4 | 2.0 | -1.6 | -13 | -25
COc1ccc(-c2cc(C)no2)cc1S(=O)(=O)N1CCN(C(=O)c2ccco2)CC1 | -9 | 11 | 105 | 8 | 2 | -0.5 | -1.5 | 26 | -27
COc1ccccc1C(=O)n1nc(-c2ccccc2)nc1NCc1ccco1 | -3 | 11 | 93 | 7 | -1 | 1.1 | -1.7 | -10 | -7
COc1ccc(-c2nc(SCc3ccc(C#N)cc3)[nH]c(=O)c2C#N)cc1 | -5 | 19 | 101 | -18 | 0 | -4.4 | -2.8 | 16 | -14
O=C(N/N=C\c1cc(Cl)ccc1O)c1ccc(S(=O)(=O)N2CCCCC2)cc1 | 4 | 10 | 101 | 10 | -6 | -1.9 | -2.4 | 11 | -7
Cc1cccc(C(=O)c2c(N)sc3c2CCC(C)C3)c1 (stereo not given) | -12 | 5 | 98 | 8 | 0 | -1.6 | -1.9 | -28 | -7
COc1ccc(NC(=O)Nc2cc(C)ccc2OC(F)F)c(OC)c1 | -1 | -15 | 102 | -2 | 4 | -1.4 | -5.5 | -14 | -8
Cc1c(/C=C(\CC(=O)O)c2nc3ccccc3s2)cc(C#N)n1C | 0 | -3 | 97 | 15 | 4 | -1.3 | -2.2 | 45 | -10
CC(NS(=O)(=O)OCC(Cl)(Cl)Cl)c1ccc(C(C)(C)C)cc1 (stereo not given) | 0 | -8 | 103 | -1 | 7 | -0.4 | -2.1 | -7 | -11
CCOC(=O)N1CCN(C(=O)c2cccc(-n3c(=S)[nH]c4cc(Cl)ccc4c3=O)c2)CC1 | -2 | -8 | 104 | 3 | -8 | -4.1 | -3.2 | 64* | -6
O=C(N/N=C\c1ccc([N+](=O)[O-])o1)C1COc2ccccc2O1 (stereo not given) | -13 | 12 | 106 | -4 | -1 | 0.0 | -3.2 | 0 | 0
Cc1ccc(CS(=O)(=O)Cc2ccc(C(=O)NCc3cccnc3)o2)cc1 | -20 | 6 | 105 | -3 | -4 | -0.8 | 0.1 | 45 | -4
CC(=O)c1ccc(N2CCN(C(=S)NCCCN(C)C)CC2)cc1 | -2 | 5 | 102 | 2 | -3 | 0.5 | -2.4 | 8 | 9
COc1ccc(-c2cc(C(=O)Nc3ccc(F)cc3F)no2)cc1 | -3 | 12 | 104 | 9 | 6 | -5.2 | -1.0 | 44 | -10
COc1ccc(CCNc2nnc(Sc3nnnn3-c3ccccc3)s2)cc1OC | -7 | -5 | 102 | -6 | 7 | -2.6 | -2.5 | 14 | -29
O=C(Nc1cccc(-n2cnnn2)c1)c1ccco1 | 0 | 4 | 98 | -1 | 0 | -1.9 | -3.1 | 6 | -3
CCc1ccccc1S(=O)(=O)Cc1ccc(C(=O)N2CCN(c3ccccn3)CC2)o1 | -1 | 1 | 101 | -7 | 3 | -0.4 | -2.7 | -7 | -41
O=C(CN1C(=O)c2ccccc2S1(=O)=O)NCCC1=CCCCC1 | -12 | -18 | 93 | -1 | -3 | -1.6 | 0.4 | 0 | -9
O=C(/C=C/c1ccccc1Cl)NNC(=O)c1cccs1 | 3 | 14 | 104 | 18 | 6 | -2.0 | -2.7 | -18 | -2
CCOc1ccc(C2C(C#N)=C(N)N(N(C)C)C3=C2C(=O)CCC3)cc1 (stereo not given) | 3 | 2 | 107 | 7 | 1 | -3.5 | -5.4 | 20 | -15
COC(=O)NNC(=O)COc1ccc(Cl)cc1 | 1 | 2 | 98 | 11 | 6 | 0.0 | -0.7 | 12 | 0
CCOC(=O)CN(C)S(=O)(=O)c1ccc(-c2cc(C(=O)OC)sc2C(F)(F)F)cc1 | -29 | -12 | 129* | 12 | . | -3.9 | -2.9 | 28 | -32
O=c1cnc2cc([N+](=O)[O-])ccc2[nH]1 | -10 | 24 | 91 | -9 | -3 | -4.8 | 2.5 | 33 | -2
CCc1ccc2c(CN3CCN(S(=O)(=O)c4ccc5c(c4)OCCO5)CC3)cc(=O)oc2c1 | -7 | 6 | 99 | -10 | -7 | -5.1 | -2.2 | 4 | -27
Cc1ccc(N2CCN(C(=O)c3cccc([N+](=O)[O-])c3)CC2)cc1Cl | -11 | 3 | 106 | -11 | -4 | -1.2 | -1.5 | 10 | -3
(list continues)
SMILES | p-CIP stab down | SUMO HTRF inh | MEKK3 PB1 HTS | HCV NS3 hel inh | IDE act | VIM-2 inh | IMP-1 inh | PHOSPHO1 block | DNA FID counter
CC1=NNC(=O)C1Cc1ccc(F)cc1 (stereo not given) | 3 | -1 | 104 | 6 | 4 | 8.4* | -2.6 | -18 | 0
Cc1ccc(NC2CC(=O)N(c3ccc(N4CCCCC4)cc3)C2=O)cc1 (stereo not given) | 12 | 36 | 99 | 7 | 0 | -0.6 | -3.4 | 1 | -7
CSc1ncc(Cl)c(C(=O)Nc2nnc(SC/C=C/c3ccccc3)s2)n1 | -14 | 16 | 85 | 8 | 5 | -7.4 | -5.3 | 8 | -12
CC(=O)N/N=C/c1cc2c(cc1[N+](=O)[O-])OCO2 | -1 | 34 | 105 | 4 | 2 | -1.2 | -1.1 | -18 | -3
O=C(Nc1ccccc1)N1CCOCC1 | -17 | 6 | 103 | -6 | 6 | 0.1 | -1.3 | 34 | 0
CC[N+]1=C(C)C(C)(C)c2cc(C)ccc21 | -58 | 23 | 100 | -16 | 1 | -0.6 | -1.5 | -23 | -9
Cc1cc(O)ccc1-c1cnc2ccccc2n1 | -2 | 20 | 102 | -6 | 1 | -3.8 | -3.6 | 21 | 7
CCCCNC(=O)c1c(CSc2ccccc2)noc1C(=O)NCc1ccccc1 | 2 | -8 | 94 | . | 5 | . | . | 22 | .
COc1ccc(C(=O)NC(=S)N(C)Cc2ccccc2)cc1Br | -6 | 17 | 96 | -5 | -2 | -5.4 | -1.1 | 28 | -4
COc1ccccc1NS(=O)(=O)c1cc(NC(=O)c2[nH]c(C)c(C(C)=O)c2C)ccc1N1CCOCC1 | -7 | 14 | 101 | -5 | 3 | 1.4 | -1.4 | 5 | -7
CNC(=O)/C(C#N)=C/c1c(N2CC(C)OC(C)C2)nc2ccccn2c1=O (stereo not given) | -13 | 14 | 93 | 0 | 3 | 0.8 | -1.0 | 10 | 1
CCCCN1C(=O)NC2NC(=O)NC21 (stereo not given) | -14 | 2 | 101 | -7 | -7 | -0.7 | 0.1 | -20 | -1
COc1cc(/C=C(/C#N)C(=O)NCc2ccccc2)cc(OC)c1OC | -1 | -3 | 101 | -9 | 2 | 1.7 | -0.6 | 14 | -23
CN(C)c1ncc([N+](=O)[O-])cc1C(F)(F)F | -23 | -4 | 103 | 4 | 3 | -1.9 | -2.1 | 3 | -4
Cc1ccc(-n2cnc3scc(-c4cccs4)c3c2=O)cc1 | -21 | 7 | 89 | -6 | 6 | -1.4 | -2.5 | -31 | -4
O=C(N/N=C/c1ccc2c(c1)OCO2)C1CC1 | 5 | 7 | 92 | 8 | -4 | 1.2 | 3.9 | 18 | -11
O=C(CNS(=O)(=O)c1ccccc1)NCc1ccccn1 | -3 | -9 | 100 | 14 | 0 | -2.9 | -3.3 | 11 | -1
O=C(CC1Sc2ccccc2NC1=O)Nc1cccc(-c2nnc3n2CCCCC3)c1 (stereo not given) | . | . | 88 | -5 | -14 | -0.3 | -0.2 | . | -36
CCc1nc2nc(C)c(NS(=O)(=O)c3ccc(Cl)s3)c(=O)n2[nH]1 | 18 | 9 | 102 | 11 | 4 | -2.3 | -2.7 | 20 | -4
CC1(C)CC(O)(CNCc2ccc3c(c2)OCO3)CCO1 (stereo not given) | 0 | 1 | 2.0*[inhibitor] | 11 | 2 | -2.3 | -1.0 | 53 | 1
O=C(CCc1nc2ccccc2c(=O)[nH]1)NCc1cccc(Cl)c1 | 3 | 14 | 101 | -4 | 0 | -3.9 | -3.7 | 9 | -5
Cc1ccc(C(=O)Nc2cccnc2)cc1NC(=O)c1ccco1 | -12 | 9 | 102 | 6 | 4 | -1.3 | -4.2 | 5 | 0
COC(=O)/C(=C\Nc1ccc(Oc2ccc(F)cc2F)nc1)NC(=O)c1ccccc1 | -7 | 2 | 105 | 8 | . | -1.6 | -2.4 | 25 | 1
CCOC1=NC(C(=O)O)c2ccccc2/C(=C(/C)Cl)N1 (stereo not given) | -21 | 19 | 103 | 3 | -3 | -0.8 | -0.2 | 1 | 1
C=CCN1C(=O)C2C(C(=O)NC)C3C=CC2(O3)C1C(=O)NCc1ccc(OC)cc1 (stereo not given) | 7 | 28 | 104 | -7 | 2 | 0.6 | -1.6 | 6 | -1

Looked up above:
MEKK3 PB1 HTS result of CNC(=O)/C(C#N)=C/c1c(N2CC(C)OC(C)C2)nc2ccccn2c1=O (stereo not given) is entered as 93
SUMO HTRF inh result of CC(=O)N/N=C/c1cc2c(cc1[N+](=O)[O-])OCO2 is entered as 34

More structures follow:
SMILES | p-CIP stab down | SUMO HTRF inh | MEKK3 PB1 HTS | HCV NS3 hel inh | IDE act | VIM-2 inh | IMP-1 inh | PHOSPHO1 block | DNA FID counter
Cc1cccc(C)c1Nc1nnc(SCC(=O)c2ccc3c(c2)NC(=O)CO3)s1 | 4 | -23 | 107 | -5 | 1 | 0.4 | -0.8 | 3 | -30
Cc1ccc(CNC(=O)COc2ccc(S(=O)(=O)NC(C)C)cc2)cc1 | -2 | 4 | 97 | 0 | 6 | -1.9 | -1.9 | -7 | -19
COc1ccc2nc(NC(=O)NC3CCCCC3)sc2c1 | -2 | -6 | 89 | -16 | 3 | 2.8 | 0.0 | 32 | -16
O=c1c2cnn(-c3ccccc3Cl)c2ncn1Cc1cccnc1 | -17 | 9 | 100 | -1 | 8 | -3.0 | -0.4 | 11 | -4
Cc1cccc(N2CCN(C(=O)CCS(=O)(=O)c3ccc4c(c3)NC(=O)C(C)S4)CC2)c1C (stereo not given) | -5 | 2 | 101 | 0 | -1 | 1.0 | -0.8 | 10 | -33
O=C(/C=C/c1ccc2c(c1)OCO2)N1CCN(c2ccc(Cl)cc2)CC1 | -3 | 3 | 91 | -19 | -14 | -0.5 | -3.6 | -9 | -4
CS(=O)(=O)c1sc(C(=O)NC(=O)Nc2cccc(C(F)(F)F)c2)c2c1C=CCC2 | 10 | -14 | 94 | 6 | 9 | -1.8 | -2.6 | 43 | -1
Cn1c(SCC(=O)c2ccccc2)nnc1-c1ccc(O)cc1 | -6 | -1 | 101 | 5 | 1 | 0.3 | -2.4 | 36 | -6
CC(=O)c1c(C)n(CC(=O)NCc2ccc3c(c2)OCO3)c2ccccc12 | -11 | 14 | 107 | -2 | -1 | -2.5 | -3.7 | 24 | -18
O=[N+]([O-])c1ccc(Cl)c(/C=N/n2c(COc3ccccc3)n[nH]c2=S)c1 | 4 | 6 | 89 | -2 | 3 | 0.6 | -4.5 | -7 | -1
CC(C)Cn1c(N)c(C(=O)COC(=O)c2ccc3c(c2)OCCO3)c(=O)n(C)c1=O | 0 | 4 | 117 | -8 | 1 | -1.9 | -2.9 | -7 | -21

Bioassay records deposited in PubChem BioAssay by several laboratories.
